Assay outcomes: PubChem BioAssay, several laboratories
GLD-1 TGE inh = GLD-1/TGE RNA complex disruptors, primary screen, biochemical, fluorescence polarization. Female germline-specific tumor suppressor gld-1 (Caenorhabditis elegans), Q17339. actives 0.44% (n = 320,000). purified GLD-1 + fluorescein TGE RNA. inhibition, % at 5.96 µM;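 active means percent inhibition above a per-plate cutoff, the plate mean of test compounds plus 3 SD, cut at about 30% in these data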;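 further: 0% = DMSO wells with GLD-1 and probe and 100% = wells lacking GLD-1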
CIT2-GFP yeast = modulators of CIT2-GFP expression in yeast, primary screen, S. cerevisiae, GFP fusion, multiplex flow cytometry, MLPCN library; S. cerevisiae CIT2-GFP strain, 3 h; 100 means same as DMSO wells; GFP response vs DMSO, % at 10 µM; actives 0.065% (n = 320,000); AID 2029, 2009;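 active means GFP response relative to DMSO above a set limit, near the screen mean plus 3 SD, cut at about 150% in these data; inconclusive means Fewer than 70 cells measured for a yeast strain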;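 further: ratio of well median GFP fluorescence to mean of DMSO wells on the plate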
CR mimetic SO = reduction of superoxide in aged yeast, primary screen, HTS | S. cerevisiae aged cells, superoxide DHE fluorescence; active compounds read low | superoxide response (% of plate mean), % at 10 µM | actives 0.18% (n = 330,000) | AID 2690, 2010;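 active means superoxide response under a set limit, about three screen SD below normal, cut at about 65% in these data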;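 further: yeast aged for seven days with compound at 30 °C before DHE staining; 100% = average MFI of all compound-treated wells on the plate with controls excluded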
AGP1-GFP MLPCN = modulators of AGP1-GFP expression in yeast TOR pathway, primary screen, cell-based, multiplex flow cytometry, S. cerevisiae, MLPCN library. actives 0.02% (n = 320,000). 3 h; GFP as percent of DMSO wells. GFP response vs DMSO, % at 10 µM. AID 2066, 2009;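 active means GFP response relative to DMSO above a set limit, near screen average plus 3 SD, cut at about 150% in these data; inconclusive means fewer than 70 cells counted for the yeast strain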;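 further: median GFP channel fluorescence of the gated AGP1 strain per well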
GRK2 inh = compounds blocking aptamer binding on GRK2 – biochemical, human GRK2, bead flow cytometry, HTS, primary screen; Beta-adrenergic receptor kinase 1 (Homo sapiens), P25098; FAM-aptamer displacement from GRK2; inhibition of aptamer binding, % at 10 µM; actives 0.59% (n = 330,000);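 active means inhibition of aptamer binding above 40%, roughly 3 SD of noise, on plates passing a quality check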;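 further: median bead fluorescence of bound FAM aptamer so fluorescent compounds give negative values; no value below 0 was filed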
MEX-5 binding = MEX-5 zinc finger RNA-binding disruptors – biochemical, C. elegans, fluorescence polarization, MLPCN library, primary screen | Zinc finger protein mex-5 (Caenorhabditis elegans), Q9XUB2 | MEX-5/FITC-TCR2 RNA binding; active compounds read low | activity score (negative = inhibition of binding), % at 10 µM | actives 0.38% (n = 300,000) | AID 1832, 2009;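 active means inhibition past about -25% in most replicates, and total fluorescence under double the plate's negative control median, limit read from the data; inconclusive means replicates evenly split on the limit, or fluorescence at least double controls; inactive means too little inhibition in most replicates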;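 further: 0% = DMSO and -100% = 5 µM competing unlabeled TCR2 RNA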
Target sequence (Q9XUB2 whole entry, looked up): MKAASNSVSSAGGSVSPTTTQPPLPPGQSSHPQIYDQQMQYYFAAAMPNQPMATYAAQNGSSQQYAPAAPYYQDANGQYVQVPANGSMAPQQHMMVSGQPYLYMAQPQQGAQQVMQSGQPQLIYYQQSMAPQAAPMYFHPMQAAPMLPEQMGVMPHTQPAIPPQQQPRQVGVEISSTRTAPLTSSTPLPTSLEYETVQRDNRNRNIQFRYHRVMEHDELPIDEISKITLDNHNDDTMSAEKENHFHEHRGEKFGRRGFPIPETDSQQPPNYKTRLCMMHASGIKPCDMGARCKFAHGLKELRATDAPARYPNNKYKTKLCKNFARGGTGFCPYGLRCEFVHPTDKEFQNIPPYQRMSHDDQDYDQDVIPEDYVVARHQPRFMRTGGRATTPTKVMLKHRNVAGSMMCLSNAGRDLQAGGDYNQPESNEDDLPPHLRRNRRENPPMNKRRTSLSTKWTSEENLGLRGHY
VLA-4 inh = inhibition in human VLA-4 binding assay, primary screen, VLA-4 allosteric modulator project, MLPCN library, flow cytometry, VLA-4 expressing cells. actives 0.2% (n = 330,000). Integrin alpha-4 (Homo sapiens), P13612. inhibition, % (about 7 µM as worked out from the volumes in the protocol). ligand binding flow cytometry; in the data active means inhibition above about 50%
MCL1-BIM inh = inhibitors of MCL1 binding to BIM-BH3, primary screen, biochemical, fluorescence polarization | Induced myeloid leukemia cell differentiation protein Mcl-1 (Homo sapiens), Q07820 | GST-MCL1 / FITC-Bim-BH3 fluorescence polarization | inhibition, % at 10.9 µM | actives 0.68% (n = 320,000) | AID 2057, 2009;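 active means inhibition above the mean inhibition of all tested compounds plus 3 SD, set per campaign, cut at about 40% in these data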;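 further: 0% = DMSO wells and 100% = unlabeled Bim-BH3 peptide control; higher means more loss of mP so more displacement of Bim peptide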
Target sequence (Q07820 whole entry, looked up): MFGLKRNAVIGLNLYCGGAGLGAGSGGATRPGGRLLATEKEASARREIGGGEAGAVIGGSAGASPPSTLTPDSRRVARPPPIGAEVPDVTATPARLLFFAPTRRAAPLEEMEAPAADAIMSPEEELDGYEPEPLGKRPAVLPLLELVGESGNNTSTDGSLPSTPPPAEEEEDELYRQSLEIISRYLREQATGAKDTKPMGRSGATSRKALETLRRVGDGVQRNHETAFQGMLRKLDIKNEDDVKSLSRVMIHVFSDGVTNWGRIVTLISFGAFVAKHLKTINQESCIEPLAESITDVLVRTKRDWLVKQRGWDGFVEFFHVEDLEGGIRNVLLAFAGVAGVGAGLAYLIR
BCLXL inh = inhibitors of human Bcl-xL, primary screen, biochemical, fluorescence polarization, HTS. GST-Bcl-xL / FITC-Bim BH3 peptide fluorescence polarization. Bcl-2-like protein 1 (Homo sapiens), Q07817. inhibition, % at 10.9 µM. actives 0.7% (n = 320,000). AID 2129, 2009;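 active means inhibition above the mean of all tested compounds plus 3 SD, cutoff set per campaign, cut at about 30% in these data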;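 further: 0% = DMSO wells and 100% = unlabeled Bim-BH3 peptide competitor; inhibitors lower millipolarization by displacing the labeled peptide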
Target sequence (Q07817 whole entry, looked up): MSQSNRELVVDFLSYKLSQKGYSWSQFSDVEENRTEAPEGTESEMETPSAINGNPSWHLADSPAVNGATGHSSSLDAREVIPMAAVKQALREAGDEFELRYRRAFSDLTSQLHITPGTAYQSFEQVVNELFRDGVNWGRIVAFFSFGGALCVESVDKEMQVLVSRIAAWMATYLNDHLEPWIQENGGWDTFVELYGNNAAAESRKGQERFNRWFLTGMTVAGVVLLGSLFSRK
Active calls of the source: *; ? = inconclusive; · = not tested or not shown.

SMILES	GLD-1 TGE inh	CIT2-GFP yeast	CR mimetic SO	AGP1-GFP MLPCN	GRK2 inh	MEX-5 binding	VLA-4 inh	MCL1-BIM inh	BCLXL inh
CCOC(=O)CNc1ccc(C(=O)OCC)cc1[N+](=O)[O-]	1	106	100	106	7	2.0	10	-2	2
O=C(CSc1nc(-c2ccccc2)nc2ccc(F)cc12)Nc1ccc(C(=O)O)cc1	9	103	89	94	2	·	-3	-2	7
CC(=O)Nc1ccc(S(=O)(=O)NCCC(=O)NCC2COc3ccccc3O2)cc1 (stereo not given)	5	96	94	100	1	1.0	-3	1	2
COc1cccc(-n2cc(C(=O)NC(C)C)c3ccccc3c2=O)c1	-1	100	104	96	2	2.1	20	6	2
COc1cccc(C=Nc2ccc3c(c2)OCCO3)c1O	-9	103	100	106	1	-1.7	11	1	5
CCCCN(CC)CCCNC(=O)CN1C(=O)CSc2ccc(S(=O)(=O)N3CCOCC3)cc21	-1	98	93	101	0	1.3	2	1	-3
COc1cc2c(cc1OC)C(c1cccc([N+](=O)[O-])c1)N(C(=O)CCC(=O)O)CC2 (stereo not given)	-4	94	88	93	0	0.7	4	2	7
COc1ccc(NC(=S)N2CCN(CCN3C(=O)c4cccc5cccc(c45)C3=O)CC2)cc1	9	106	103	110	0	-3.9	-65	3	7
O=C(NCc1ccccc1)C(=O)Nc1nc(C23CC4CC(CC(C4)C2)C3)cs1	-6	113	107	111	0	1.0	12	6	-1
COC(=O)C1SCC2C(=O)N(Cc3cccc(C)c3)CC(=O)N21 (stereo not given)	5	110	105	103	2	0.5	2	3	5
O=C(/C=C/c1ccccc1)C1=C(O)C(=O)N(CCO)C1c1ccccc1[N+](=O)[O-] (stereo not given)	10	99	101	101	2	-10	51*	15	13
COc1cc2c(C(=O)NCCCOC(C)C)cn(CC(C)C)c(=O)c2cc1OC	4	92	111	99	1	2.2	1	-10	-2
CCCCCCC1CC(CC(=O)Nc2ccc([N+](=O)[O-])cc2)C(=O)O1 (stereo not given)	-3	102	116	102	0	0.0	7	3	5
Cc1c(C(C)CCCO)oc(=O)c2c1Oc1c(C)c(C(C)C[C@H](C)O)oc(=O)c1C2 (stereo not given in full)	-1	102	114	101	2	·	-7	6	6
CNc1c(NS(=O)(=O)c2ccc(CC(C)C)cc2)c(=O)oc2ccccc12	4	101	93	98	0	-1.3	5	-3	2
COCCOC(=O)CC1=NC(=O)CS1	3	88	87	94	3	-0.2	-4	-7	3
O=C(CC1(O)C(=O)Nc2ccccc21)c1cccc(Br)c1 (stereo not given)	7	108	98	102	0	-2.0	31	0	3
O=C(Nc1ccccc1)Nc1cccc(-c2cn3cccnc3n2)c1	2	95	113	98	0	-3.1	-1	4	3
CCc1nonc1NC(=O)c1oc2ccc(C)cc2c1C	8	103	92	99	0	1.9	-17	5	5
Cc1ccc(-c2c(C#N)c(N)nc3c2CCCCC3)o1	9	110	92	100	0	-3.8	5	12	10
O=C(CNC(=O)C1CC1)Nc1ccc(F)c(F)c1F	3	107	85	109	2	·	0	·	·
COC(=O)c1ccc(OCC2NCCc3cc(OC)c(OC)cc32)cc1 (stereo not given)	3	91	96	97	0	-4.3	2	9	5
NC(=O)CCC(C(=O)O)N1C(=O)c2ccc(O)cc2C1=O (stereo not given)	7	90	109	99	5	-0.8	28	4	2
CCN(C(=O)c1cc2c(=O)n3cccc(C)c3nc2s1)C1CCCCC1	-1	?	112	?	4	0.3	-3	5	1
Cc1ccc(S(=O)(=O)N(C)c2ccccc2C(=O)N2CCCC2)cc1	1	88	107	109	2	-0.7	-8	0	-7
Other records follow:
SMILES	GLD-1 TGE inh	CIT2-GFP yeast	CR mimetic SO	AGP1-GFP MLPCN	GRK2 inh	MEX-5 binding	VLA-4 inh	MCL1-BIM inh	BCLXL inh
CCOc1ccc(S(=O)(=O)n2nc(C)c(S(=O)(=O)N3CCOCC3)c2C)cc1	-2	96	88	98	1	3.0	100*	0	-2
O=C(NCc1ccc(F)cc1)c1cc2n(n1)C(C(F)(F)F)CC(C1CC1)N2 (stereo not given)	1	94	101	102	2	-1.0	26	0	8
CCCNC(=O)COc1ncnc2sccc12	-2	92	100	98	0	1.2	6	3	3
COC(=O)CSc1nnc(Cc2ccccc2)n1-c1ccc(C)cc1	-5	89	105	91	3	-3.7	3	-2	3
CN(C)c1ccc(C(CNC(=O)c2cccs2)N(C)C)cc1 (stereo not given)	2	105	95	98	0	-0.2	7	4	3
CC(C)CC(c1nnnn1Cc1ccco1)N1CCN(C2CCCC2)CC1 (stereo not given)	4	88	95	99	1	1.8	15	15	9
O=C1CCCC(=O)N1c1ccc(N2CCOCC2)c([N+](=O)[O-])c1	4	96	109	96	0	-3.6	6	-1	1
COc1ccc(-c2ccc(C#N)c(SCC(=O)OCc3ccccc3)n2)cc1OC	10	95	95	95	2	0.1	-5	-7	-3
C/C(=N\NC(=O)COc1ccccc1-c1ccccc1)c1ccc(O)cc1O	2	98	101	101	1	-3.6	-5	13	3
CCC(C)(C)n1nnnc1C(c1cccs1)N1CCN(c2nc3ccccc3s2)CC1 (stereo not given)	1	100	94	94	5	-3.0	-2	4	9
COc1cccc(CC(=O)Nc2nc(-c3cccnc3)cs2)c1	5	105	98	102	4	-4.5	15	-4	4
O=C(COc1ccccc1C(=O)N/N=C\c1ccc(O)c(O)c1)N/N=C/c1ccc(O)c(O)c1	3	111	100	·	21	-2.2	3	56*	16
CCC1=Nc2cc(C(=O)NCCN3CCCC3)ccc2Sc2ccccc21	4	92	80	95	0	-0.4	10	1	-1
CCOc1ccc(CCNC(=O)CCN2C(=O)COc3ccccc32)cc1OCC	2	100	102	104	3	-1.0	21	-1	-1
CC(=O)Oc1ccc(N2C(=O)CCC2=O)cc1	2	81	102	90	1	-0.1	2	0	3
C[C@H](CO)N1C[C@H](C)[C@@H](CN(C)C(=O)NC2CCCCC2)Oc2ccc(NS(=O)(=O)c3ccc(F)cc3)cc2C1=O	2	·	100	·	2	·	-4	·	·
O=C(c1ccco1)N1CCN(C(=O)N2c3ccccc3Sc3ccccc32)CC1	13	84	135	90	1	-2.4	13	10	7
Cc1ccc(C)c(N2CCN(C(=O)c3ccccc3Br)CC2)c1	8	101	108	99	1	0.9	15	-6	1
O=[N+]([O-])c1cccc(S(=O)(=O)Nc2ccc3cn[nH]c3c2)c1	2	81	134	87	1	·	-1	·	·
COc1cc(NC(=O)c2cc3nc(-c4ccccc4)cc(-c4ccccc4)n3n2)cc(OC)c1OC	-1	97	105	106	0	0.0	-8	-1	7
COc1cccc(CNC(=O)C2CC(=O)N(C3CCCCC3)C2)c1 (stereo not given)	-8	119	69	111	0	0.9	-3	2	4
COc1ccc(C2=NOC(C(=O)N3CCCc4ccccc43)C2)cc1 (stereo not given)	-3	90	92	93	2	2.0	6	3	1
Cc1ccc(C(=O)NCC(=O)Nc2cccc(S(=O)(=O)NC3=NCCCCC3)c2)cc1C	-2	91	108	104	2	1.3	10	-2	3
COc1ccc(CN2CC34C=CC(O3)C(C(=O)O)C4C2=O)cc1 (stereo not given)	-2	110	96	107	1	0.0	-34	-3	-2
CCN(CC(=O)Nc1cccc(C#N)c1)CC(=O)Nc1cccc(OC)c1	-7	100	99	104	4	-0.5	17	-4	1

Exported in CSV form: entries from further up
smiles,GLD-1 TGE inh,CIT2-GFP yeast,CR mimetic SO,AGP1-GFP MLPCN,GRK2 inh,MEX-5 binding,VLA-4 inh,MCL1-BIM inh,BCLXL inh
CC(C)CC(c1nnnn1Cc1ccco1)N1CCN(C2CCCC2)CC1 (stereo not given),4,88,95,99,1,1.8,15,15,9
O=C1CCCC(=O)N1c1ccc(N2CCOCC2)c([N+](=O)[O-])c1,4,96,109,96,0,-3.6,6,-1,1

Continued:
SMILES	GLD-1 TGE inh	CIT2-GFP yeast	CR mimetic SO	AGP1-GFP MLPCN	GRK2 inh	MEX-5 binding	VLA-4 inh	MCL1-BIM inh	BCLXL inh
CCCOc1ccc(C(=O)CCC(=O)NNC(=O)Cn2nc(C)cc2C)cc1	3	90	91	98	1	1.7	-2	4	3
O=C(Nc1ccccc1)c1ccccc1NC(=O)c1ccccc1[N+](=O)[O-]	-4	97	88	98	0	-1.5	-6	-4	-3
COc1ccccc1OCCNc1cc(N2CCOCC2)ccc1[N+](=O)[O-]	12	98	100	105	0	-0.4	0	2	1
Cc1onc(-c2ccccc2)c1C(=O)N1CCN(c2ccccc2F)CC1	0	100	113	94	0	0.4	-4	-1	3
c1ccc(Nc2ccccn2)cc1	-4	96	94	102	2	1.5	15	1	1
CCCCNC(=O)Nc1cc(C(F)(F)F)c[nH]c1=O	6	106	95	104	0	1.8	7	2	0
COc1cccc(C(CC(=O)NCc2ccco2)NS(=O)(=O)c2ccc(C)cc2)c1OC (stereo not given)	-2	99	109	101	4	-1.1	7	-5	3
CCn1c2ccccc2c2cc(NC(=O)COc3ccccc3)ccc21	8	101	98	101	0	-0.8	33	4	5
N=c1oc2ccccc2cc1-c1nc(-c2ccccc2)cs1	2	101	86	89	3	2.5	-2	-2	-1
CC(NC(=O)COc1ncnc2cc([N+](=O)[O-])ccc12)c1ccccc1 (stereo not given)	6	95	102	96	1	-2.7	5	13	19
COc1ccc([N+](=O)[O-])cc1-n1cnnn1	0	90	120	86	0	2.7	1	-6	0
CCC(=O)N1N=C(c2ccccc2)CC1c1ccccc1 (stereo not given)	6	103	99	101	12	1.4	14	20	11
CC1(c2ccc(OC(F)F)cc2)NC(=O)N(CC(=O)Nc2ccc(F)cc2)C1=O (stereo not given)	4	105	87	99	0	-0.3	-4	-3	-1
CC(=O)NC(c1ccccc1)c1cccnc1 (stereo not given)	0	85	97	90	0	2.1	-2	-3	-4
Cc1ccc(NC(=O)CSc2nc3ccccc3c(=O)n2CC2CCCO2)cc1 (stereo not given)	-1	104	97	101	1	0.5	-11	8	4
O=C(Nc1ccc(Cl)c(Cl)c1)Nc1ccon1	0	95	106	89	2	1.9	-4	9	2
CC1=CSC2=NC(C(F)(F)F)(C(F)(F)F)NC(=O)N12	1	93	101	101	3	-1.5	-11	4	6
O=C(C(Cc1ccccc1)n1cccc1)N1CCN(C2CCCCC2)CC1 (stereo not given)	-3	110	81	101	1	0.1	-23	2	2
COc1ccccc1CNC(=O)C1CCN(C(=O)N(C)C)CC1	-2	89	82	103	0	-0.9	7	-1	-1
O=C(Nc1ccccc1)c1nnsc1S(=O)c1ccc(Cl)cc1 (stereo not given)	9	58	84	66	0	1.9	14	-5	6
CCOC(=O)N1CCC(NC(=O)Cc2ccccc2)CC1	-3	100	104	100	0	-1.6	-4	-8	3
COc1ccccc1-c1cc(C(F)(F)F)nc(NCc2ccco2)n1	-7	100	95	95	4	2.2	2	2	6
Cn1nc(C(F)(F)F)c2cc(NC(=O)OCc3ccc(F)cc3)sc21	6	86	95	96	5	-1.5	10	1	-1
